# From PubChem BioAssay
# L major viab: Leishmania major promastigote growth inhibition, primary screen. Leishmania major promastigotes, resazurin fluorescence viability. inhibition, % at 10 µM. 9% of 200,000 active. AID 1063, 2008; in the data active means inhibition above about 50%;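 further: promastigotes grown with compound for 44 hours at 28 °C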
# Diaph act CS: compounds boosting diaphorase resazurin reduction – biochemical, uHTS, resorufin fluorescence, counter-screen for diaphorase-coupled primary assays, primary screen; AID 1229, 2008; Diaphorase/resazurin coupled assay, 16 min; hits give high values; 1 = vehicle wells, 0 = NADH-free wells; activation factor at 20 µM; 0.005% of 190,000 active;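 active means diaphorase activity raised at least twofold by the compound at 20 µM; inactive means activation factor below 2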
#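 Assay system: bacterial diaphorase enzyme (C. kluyveri) / Input: enzyme 0.07 U/mL final / Medium: 50 mM HEPES pH 7.4 with 4.542 mM MgCl2, 0.005% Tween 20 / Doses: single compound dose of 20 µM, 1% DMSO final / Incubation: 16 min enzyme reaction, ambient temperature / Signal: fluorescence, excitation 544 nm and emission 590 nm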
# bIAP inhibitor: bovine intestinal alkaline phosphatase inhibitors, primary screen, selectivity assay for TNAP inhibitor project, biochemical, bovine IAP, CDP-star luminescence | AID 1019, 2008 | inhibition, % at 20 µM | 190,000 tested, under 10 active | purified bovine IAP, 30 min;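 active means over 50% inhibition of intestinal alkaline phosphatase at 20 µM in the single-dose screen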
#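 test system = bovine IAP enzyme | medium = DEA buffer 100 mM, pH 9.8, with MgCl2 1.0 mM, ZnCl2 0.02 mM | detection = luminescence | dosing = single compound dose of 20 µM, 2% DMSO final | incubation = 30 min reaction at room temperature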
# Diaphorase inh: diaphorase inhibitors and chemical oxidizers, primary screen, counter-screen for diaphorase-coupled primary assays, biochemical, uHTS, resorufin fluorescence; diaphorase resazurin-to-resorufin fluorescence, NADH, 16 min; bacterial (C. kluyveri) enzyme, not human; inhibition, % at 20 µM; 0.69% of 190,000 active;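 active means primary screen inhibition at 20 µM above a set limit, cut at about 50% in these data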;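 further: plate controls were DMSO with full reaction for no effect and wells lacking NADH for full effect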
#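 Benchmarks: positive control wells lacking NADH, neutral wells with DMSO only. System: bacterial diaphorase enzyme (C. kluyveri). Input: 0.14 U/mL diaphorase, enzyme working solution. Detection: resorufin fluorescence, excitation 544 nm, emission 590 nm. Times: 16-min room-temperature incubation before reading.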
# TNAP act hi DEA: TNAP activators at high phosphate acceptor level, primary screen, biochemical, luminescence, uHTS. Alkaline phosphatase, tissue-nonspecific isozyme (Homo sapiens), P05186. purified TNAP, CDP-star luminescence, 1 M DEA, 30 min; hits give high values; 0 = EDTA background, 1 = DMSO-only activity. activation factor at 20 µM. 200,000 tested, under 10 active;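 active means activation factor at least 2 at 20 µM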
# Target sequence (P05186 whole entry, looked up): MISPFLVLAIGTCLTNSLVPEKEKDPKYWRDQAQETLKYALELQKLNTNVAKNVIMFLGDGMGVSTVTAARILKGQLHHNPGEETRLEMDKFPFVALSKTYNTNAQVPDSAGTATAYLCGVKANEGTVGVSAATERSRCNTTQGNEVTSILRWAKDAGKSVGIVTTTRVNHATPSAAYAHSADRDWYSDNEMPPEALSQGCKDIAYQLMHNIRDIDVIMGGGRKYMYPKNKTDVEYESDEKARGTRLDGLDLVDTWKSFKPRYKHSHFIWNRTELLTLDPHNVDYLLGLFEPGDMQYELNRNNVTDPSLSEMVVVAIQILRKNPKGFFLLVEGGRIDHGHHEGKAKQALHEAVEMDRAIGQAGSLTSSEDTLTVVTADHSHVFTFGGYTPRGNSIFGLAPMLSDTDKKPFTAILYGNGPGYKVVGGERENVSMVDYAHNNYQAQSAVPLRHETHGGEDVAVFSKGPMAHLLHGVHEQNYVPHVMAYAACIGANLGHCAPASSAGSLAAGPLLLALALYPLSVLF
#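 Dosing: 20 µM single point. System: human TNAP. Amount: TNAP 1/800 final. Incubation: 30 min, room temperature. Read-out: TNAP activation factor scaled between EDTA and DMSO control wells. Signal: luminescence from CDP-star hydrolysis. Medium: 1 M DEA, pH 9.8, Mg2+, Zn2+. Control set: EDTA negative control, DMSO positive control.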
# PMI activator: activators of human PMI, primary screen, biochemical, fluorescence intensity, near-Km mannose 6-phosphate | Mannose-6-phosphate isomerase (Homo sapiens), P34949 | activation factor at 20 µM | purified human PMI, coupled resazurin fluorescence, 20 min; hits give high values; 1 = vehicle control, 0 substrate-free wells | 0.005% of 190,000 active;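 active means activation factor of 2 or more at 20 µM, relative to plate controls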
# Target sequence (P34949 whole entry, looked up): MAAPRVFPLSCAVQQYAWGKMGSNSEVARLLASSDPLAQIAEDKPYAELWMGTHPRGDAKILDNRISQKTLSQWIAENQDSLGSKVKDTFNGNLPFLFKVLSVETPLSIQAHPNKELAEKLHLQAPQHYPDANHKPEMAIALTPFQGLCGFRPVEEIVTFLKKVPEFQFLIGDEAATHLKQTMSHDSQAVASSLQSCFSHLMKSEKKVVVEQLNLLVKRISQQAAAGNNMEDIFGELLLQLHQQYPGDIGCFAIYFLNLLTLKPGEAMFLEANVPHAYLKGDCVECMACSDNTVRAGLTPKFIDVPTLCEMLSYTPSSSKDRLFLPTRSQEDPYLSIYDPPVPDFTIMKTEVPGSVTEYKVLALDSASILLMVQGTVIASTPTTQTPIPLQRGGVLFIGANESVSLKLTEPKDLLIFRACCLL
# TNAP inh noacc: human TNAP enzyme inhibitors, primary screen, biochemical, luminescent, no phosphate acceptor, uHTS; 0.26% of 200,000 active; purified TNAP, CDP-star luminescence, 30 min; inhibition, % at 20 µM; AID 1012, 2008; Alkaline phosphatase, tissue-nonspecific isozyme (Homo sapiens), P05186;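 active means tissue-nonspecific alkaline phosphatase inhibition above about 50% at 20 µM in the single-dose screen, limit read from the data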;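 further: 0% = DMSO negative control and 100% = EDTA positive control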
# bIAP activator: bovine intestinal alkaline phosphatase activators, primary screen, biochemical, bovine IAP, CDP-star luminescence. 0.17% of 200,000 active. activation factor at 20 µM. alkaline phosphatase, intestinal [Bos taurus]. purified bovine IAP, 30 min; hits give high values; fold of DMSO-control signal, blank-subtracted. AID 1016, 2008;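 active means activation factor of 2 or more at 20 µM, a signal rise over negative controls twice the positive control's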
# PMI act hi M6P: human PMI activators, high substrate, primary screen, biochemical, fluorescence intensity, near-saturating mannose 6-phosphate; Mannose-6-phosphate isomerase (Homo sapiens), P34949; coupled PMI enzyme assay, resazurin fluorescence, 20 min; hits give high values; 1 = untreated enzyme, 0 = substrate-free blank; activation factor at 20 µM; 0.34% of 190,000 active;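 active means activation factor of 2 or more at 20 µM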
#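 Technique: Diaphorase-driven resazurin-to-resorufin fluorescence, excitation 544, emission 590 nm | Assay system: Human PMI in coupled enzyme assay | Times: Enzyme reaction with compound 20 min at room temperature | Medium: HEPES-buffered pH 7.4 with magnesium and detergent | Reagent: Mannose-6-phosphate 1.0 mM (near-saturating) plus 0.22 mM NADP+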
# TNAP inh hiacc: human TNAP enzyme inhibitors, primary screen, biochemical, luminescent, high phosphate acceptor level, uHTS; Alkaline phosphatase, tissue-nonspecific isozyme (Homo sapiens), P05186; purified TNAP, CDP-star luminescence, 1 M DEA; inhibition, % at 20 µM; 0.03% of 200,000 active;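 active means over 50% inhibition of tissue-nonspecific alkaline phosphatase at 20 µM in the single-dose screen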;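 further: plate controls were DMSO wells for no effect and EDTA-quenched wells as full inhibition for full effect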
# * hit, by the source's call; x = not tested or not shown. No enrichment for hits; about 10% have a hit in one of these screens.
SMILES,L major viab,Diaph act CS,bIAP inhibitor,Diaphorase inh,TNAP act hi DEA,PMI activator,TNAP inh noacc,bIAP activator,PMI act hi M6P,TNAP inh hiacc
Cc1ccccc1NC(=O)Cn1nnc2c(cnn2-c2ccc(F)cc2)c1=O,-1,1,-9,-2,1,1,-4,1.1,1,2
NS(=O)(=O)c1ccc(CCNC(=O)C2CCCCC2)cc1,-5,0.9,14,10,1,1,-6,0.9,1,2
O=C(Nc1ccccc1N1CCCC1)c1ccc([N+](=O)[O-])cc1Cl,0,1.1,-6,-6,1.1,1.1,-4,1.1,1,-6
O=c1nc2n(Cc3ccccc3)c3ccccc3cc-2c(=O)[nH]1,4,1,-4,-2,1.1,1.2,-10,1,1.2,-5
CC(=O)Nc1c2c(nn1-c1ccc(C)cc1C)CSC2,-4,0.8,6,19,1,0.9,-13,0.9,1,-1
COc1ccccc1N1CCN(/N=C/c2c(C)nn(-c3ccccc3)c2C)CC1,-2,0.9,0,14,0.9,0.8,-4,1,0.8,5
CCCc1nc2ccccc2n1Cc1ccccc1OC,26,0.9,-3,6,1,0.9,-9,1,1,-3
CCN1CCN(C(=O)CCc2nc3ccccc3c(=O)[nH]2)CC1,-1,0.9,6,8,1,0.9,-12,0.9,1,-1
O=C(COC(=O)c1ccc(O)cc1)Nc1ccc(Cl)cc1,-1,0.9,3,12,1,0.9,-3,1,0.9,-4
Nc1ccccc1Nc1cc(-c2ccccc2)nn1-c1cccc(Cl)c1,7,0.8,5,24,1,0.8,-6,1,0.9,1
COc1ccc(S(=O)(=O)N2CN(Cc3ccco3)c3nc4ccccc4nc32)cc1,9,0.8,8,22,1,1.3,-10,0.9,1.7,-3
Cc1sc2c(c1C)CN(Cc1ccncc1)CN2C(=O)c1ccco1,2,0.9,9,10,1.1,0.9,-7,0.9,0.9,-5
O=C(CSc1nc2c(c(=O)n1-c1ccc(Br)cc1)SCC2)NCC1CCCO1 (configuration not stated),-1,0.9,5,10,1,1.1,-12,0.9,1.1,-4
CC(=O)N1c2c(cc(Br)cc2S(=O)(=O)N2CCN(c3ccccn3)CC2)CC1C (configuration not stated),14,0.8,-2,20,1,0.9,-2,1,1,0
Cc1cc(C(=O)CSc2nnc(-c3ccco3)o2)c(C)n1Cc1ccco1,4,0.9,9,12,1,1,-1,0.9,0.9,-1
CN=C(C)c1c(O)c2ccccc2oc1=O,-7,0.9,-4,6,1,1,-12,1,1,-4
O=C(N/N=C/C=C/c1ccco1)/C(=C/c1ccccc1)NC(=O)c1ccccc1,23,0.8,8,21,1,1,4,0.9,0.6,-2
COc1ccc(C(=O)COC(=O)c2ccco2)cc1,-7,0.8,15,23,1.1,1,-15,0.9,0.8,-7
COC(=O)c1sc2ccccc2c1NC(=O)c1cccs1,18,1,14,-2,1,1,-2,0.9,1,-1
COc1ccc(C(=O)/C=C/Nc2ccc([N+](=O)[O-])cc2)cc1,-3,1,-2,-4,1,1.2,-7,1,1.1,1
CCCC(=O)Nc1ccc2c(c1)C(=O)NC2=O,-6,0.9,17,8,1,0.9,-10,0.8,0.9,1
CC(=O)Nc1ccc(NC(=O)C2CCN(S(=O)(=O)c3cccc4nonc34)CC2)cc1,-5,0.9,5,9,1,1,-4,1,1,5
CC1(CC(=O)N/N=C/c2ccc(OCc3ccc(Cl)cc3Cl)cc2)OCCCO1,7,0.9,-20,5,1.1,0.8,-4,1.2,0.9,-6
N#CC1=C(N)Oc2n[nH]c(-c3cccs3)c2C1c1ccoc1 (configuration not stated),-6,0.6,10,36,1,0.8,5,0.9,0.9,0
COc1cccc(CN2C(=O)c3cccc(N)c3C2=O)c1,-4,1,4,-2,1.1,1.1,-21,1,1,-5
COc1ccc(N(C(=O)Cn2nnc3ccccc32)C(C(=O)NC(C)(C)C)c2ccc(OC)c(O)c2)cc1 (configuration not stated),10,1.1,-19,-12,0.9,0.9,-5,1.2,1,10
COc1ccccc1-c1cc(C(=O)Nc2c(F)cc(F)cc2Br)no1,16,0.8,6,22,1.1,1,-4,0.9,0.8,-7
COCCCNC(=S)NCCCNc1nc2cc(C)cc(C)c2cc1C#N,8,0.8,2,18,1.1,1.6,-14,1,2.5*,-7
CCOC(=O)C1C(=O)NC(SCC(N)=O)=C(C#N)C1c1ccccc1OCC (configuration not stated),-4,0.9,6,14,1,1,-8,0.9,1,-2
COc1cccc2cc(C(C)OC(=O)Nc3ccc(C)cc3)oc12 (configuration not stated),31,0.8,3,18,1,0.9,0,1,0.9,-4
Cc1ccc(-c2nc3cccnc3o2)cc1NC(=O)COc1ccc(C(C)(C)C)cc1,3,0.8,-5,21,1,0.9,0,1,0.9,-3
CC(C)c1nnc(NC(=O)C2CCCO2)s1 (configuration not stated),-6,0.8,1,18,1.1,0.9,-11,1,0.9,-6
CNc1nnc(-c2ccc(OC)cc2)s1,-5,1,4,-1,1,1,-6,1,1,-1
CSc1ccccc1NC(=O)c1ccccc1N(C)S(C)(=O)=O,-2,1.1,0,-8,1.1,1,-8,1,1,-7
CC(C)Sc1nnc(CNC(=O)C23CC4CC(CC(C4)C2)C3)n1Cc1ccccc1,8,0.7,1,26,1,0.9,-16,1,1,-2
CCCN1C2CCCC1CC(NC(=O)C1CCCCC1)C2 (configuration not stated),3,1,-16,-5,1,1.1,-2,1.2,1,-3

# Another view of part of the listing above:
Molecule	L major viab	Diaph act CS	bIAP inhibitor	Diaphorase inh	TNAP act hi DEA	PMI activator	TNAP inh noacc	bIAP activator	PMI act hi M6P	TNAP inh hiacc
CSc1ccccc1NC(=O)c1ccccc1N(C)S(C)(=O)=O	-2	1.1	0	-8	1.1	1	-8	1	1	-7
CC(C)Sc1nnc(CNC(=O)C23CC4CC(CC(C4)C2)C3)n1Cc1ccccc1	8	0.7	1	26	1	0.9	-16	1	1	-2

# An excerpt from above, reduced to Diaph act CS.
smiles	Diaph act CS
COc1ccc(N(C(=O)Cn2nnc3ccccc32)C(C(=O)NC(C)(C)C)c2ccc(OC)c(O)c2)cc1 (configuration not stated)	1.1
COc1ccccc1-c1cc(C(=O)Nc2c(F)cc(F)cc2Br)no1	0.8
COCCCNC(=S)NCCCNc1nc2cc(C)cc(C)c2cc1C#N	0.8
CCOC(=O)C1C(=O)NC(SCC(N)=O)=C(C#N)C1c1ccccc1OCC (configuration not stated)	0.9

# Continuation:
SMILES,L major viab,Diaph act CS,bIAP inhibitor,Diaphorase inh,TNAP act hi DEA,PMI activator,TNAP inh noacc,bIAP activator,PMI act hi M6P,TNAP inh hiacc
Cc1cccc(N2C(=O)C3C4C=CC(C4)C3C2=O)c1 (configuration not stated),-2,0.9,11,8,1.1,1.1,-4,0.9,1,-6
CCOc1ccc(C(CC(=O)O)NC(=O)c2sc3ccccc3c2Cl)cc1 (configuration not stated),-2,1.1,-1,-10,0.9,1.2,11,1,1.2,7
O=C(CNC(=O)c1cccc(F)c1)N/N=C/c1ccc([N+](=O)[O-])s1,100*,0.7,18,26,1,0.9,-1,0.8,0.8,5
Cn1nc(-c2ccc(Cl)cc2)c2cc(C(=O)N3CCN(C(=O)c4ccco4)CC3)sc21,19,0.8,-12,23,1.1,1,13,1.1,1,-8
O=C(CSc1ccc2nnc(-c3ccc(Cl)cc3)n2n1)N1CCCC1,x,0.7,-1,34,1.1,1,-11,1,1,-7
COc1ccc(CNC(=O)c2nnn(Cc3ccc(OC)cc3)c2N)cc1,-8,1,0,-4,1.1,1,-9,1,1,-6
COc1ccc(NC(=O)CN2CCN(CC(=O)Nc3ccc(OC)c(OC)c3)CC2)cc1,-4,0.9,-10,7,1,1,-1,1.1,1,-4
Cc1ccc(-n2ncc(C(=O)N3CCc4ccccc4C3)c2NC(=O)c2ccco2)cc1C,-2,1,-4,4,1.1,1.1,-10,1,1,-5
O=C(Nc1ccc2c(c1)OCCO2)c1ccc(Cl)c([N+](=O)[O-])c1,8,0.7,-1,27,1.1,0.9,-12,1,0.8,-5
O=C(Nc1ccc2oc(-c3ccc4ccccc4c3)nc2c1)c1cccs1,-1,0.9,4,9,1,0.9,-8,1,0.9,-3

# PMI act hi M6P, entries above that show a hit
smiles | bIAP inhibitor | TNAP act hi DEA | PMI activator | TNAP inh noacc | bIAP activator | PMI act hi M6P | TNAP inh hiacc
COCCCNC(=S)NCCCNc1nc2cc(C)cc(C)c2cc1C#N | 2 | 1.1 | 1.6 | -14 | 1 | 2.5* | -7
